Screening data: PubChem, several laboratories
NOD2 RIPK2 PPI = NOD2-RIPK2 protein interaction inhibition | inhibition, % at 4.98 µM | AID 624267 | O43353 | CHO BLA complementation NOD2-RIPK2, CCF4 ratio | hit rate 0.38% among 360,000; in the data active = inhibition above about 21%;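 note: 0% = vehicle only and 100% = reference blocker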
Target sequence (O43353 whole entry, looked up): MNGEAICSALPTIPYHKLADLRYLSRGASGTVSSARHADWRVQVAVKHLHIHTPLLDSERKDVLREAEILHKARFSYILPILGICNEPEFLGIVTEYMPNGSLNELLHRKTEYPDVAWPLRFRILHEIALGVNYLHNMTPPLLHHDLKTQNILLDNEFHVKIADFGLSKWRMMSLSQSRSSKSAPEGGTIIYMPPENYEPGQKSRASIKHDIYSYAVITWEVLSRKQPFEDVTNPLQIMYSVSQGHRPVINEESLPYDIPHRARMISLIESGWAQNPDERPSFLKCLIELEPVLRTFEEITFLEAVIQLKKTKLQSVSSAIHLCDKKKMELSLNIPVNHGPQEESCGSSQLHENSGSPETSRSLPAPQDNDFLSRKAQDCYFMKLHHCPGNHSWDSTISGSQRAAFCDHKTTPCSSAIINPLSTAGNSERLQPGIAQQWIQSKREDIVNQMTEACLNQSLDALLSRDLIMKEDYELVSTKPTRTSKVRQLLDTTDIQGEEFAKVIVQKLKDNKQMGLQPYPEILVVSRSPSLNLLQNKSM
N-glyco inh = blocks N-linked glycosylation in D54 reporter cells. reporter increase, % at 12.5 µM. D54 ERlucT glycosylation luciferase reporter, 24 h; percent of 100 nM tunicamycin response. hit rate 0.23% among 360,000;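 active = mean luciferase reporter signal, scaled so untreated is 0 and the glycosylation-blocking control 100, at or above a set limit in every replicate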;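 note: luciferase carries N-glycosylation sites so blocking glycosylation raises the light; 0% = median of neutral control wells and 100% = median of 100 nM tunicamycin wells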
Vif imaging = blocks HIV Vif function. HEK293T cells, Vif self-association by quenched fluorescence, imaging, 24 h. inhibition, % at 7.49 µM. hit rate 0.35% among 340,000. AID 602346; in the data active = inhibition above about 50%, passing the limit was not always enough; note: some results filed as inactive read as strong as hits
aDG glyco act = increases alpha dystroglycan glycosylation; Pro5-aDG cells, alpha-DG glycosylation AlphaScreen (IIH6); 0% Pro5, 100% B10-LARGE cell signal; activation, % at 10 µM; hit rate 0.22% among 360,000;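 active = activation of at least 8% versus controls, or a plate z-score of at least 8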;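 note: Pro5 are CHO cells carrying HIG-tagged alpha-DG that lacks glycosylation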
ABHD5 PLIN5 PPI = blocks binding of human ABHD5 to perilipin-5; Q00G26+Q8WTS1; Split G. princeps luciferase complementation, luminescence, 4 h; inhibition, % at 4 µM; hit rate 0.78% among 360,000; AID 602281;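 active = inhibition above the mean inhibition across every tested compound plus 3 SD, cut at about 22% in these data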;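 note: 0% = DMSO only wells and the 100% control is not disclosed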
MC4R ag barr = activates human MC4R beta-arrestin recruitment. P32245. U2OS MC4R beta-arrestin complementation, luminescence; percent of melanotan II response, DMSO zero. activation, % at 8.9 µM. hit rate 0.98% among 360,000. AID 540308;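 active = activation above a per-plate cutoff, the mean activation of sample wells on that plate plus 3 SD, cut at about 8% in these data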
Target sequence (P32245 whole entry, looked up): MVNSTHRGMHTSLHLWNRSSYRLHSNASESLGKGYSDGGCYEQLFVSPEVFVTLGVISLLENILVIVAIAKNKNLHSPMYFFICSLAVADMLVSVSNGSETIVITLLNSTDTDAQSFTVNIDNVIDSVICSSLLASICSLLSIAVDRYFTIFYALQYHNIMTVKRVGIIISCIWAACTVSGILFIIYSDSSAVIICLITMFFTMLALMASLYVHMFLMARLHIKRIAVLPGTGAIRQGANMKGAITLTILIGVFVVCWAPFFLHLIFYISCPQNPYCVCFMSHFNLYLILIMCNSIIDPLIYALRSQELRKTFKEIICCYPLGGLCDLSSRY
MC4R antag cAMP = human MC4R antagonism in cAMP assay; MC4R-expressing cells, MTII-stimulated cAMP, LANCE TR-FRET; hit rate 0.48% among 360,000; inhibition, % at 6.5 µM; P32245; AID 540295;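 active = inhibition above its plate's cutoff, the mean of tested wells on that plate plus 3 SD, cut at about 29% in these data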;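 note: 0% = Melanotan II alone and 100% = Melanotan II plus saturating MCL0020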
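System – human MC4R-expressing U2OS cells · Also added – Melanotan II · Dosing – one concentration, 6.5 µM nominal · Timing – 30-min compound, 1-h challenge, 1-h detection, room temperature · Measured by – Eu-cAMP/anti-cAMP TR-FRET, emission 671 nm · Replicates – singlicate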
Granule exo inh = blocks lytic granule exocytosis; inhibition, % at 10 µM; hit rate 0.66% among 360,000; TALL-104 LAMP-1 surface exposure, flow cytometry; cells stimulated with thapsigargin and PMA;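 active = inhibition above about 55%, limit read from the data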
TLR9-MyD88 inh = blocks human TLR9 binding to MyD88; Q9NR96+Q99836; CHO BLA complementation TLR9-MyD88, CCF4 FRET ratio; inhibition, % at 4.98 µM; hit rate 0.21% among 340,000;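 active = inhibition above the mean over all tested compounds plus 3 SD, cut at about 21% in these data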;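 note: 0% = DMSO only wells and 100% = clavulanate BLA inhibitor control wells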
ABCB6 inh 2 = blocks the human ABCB6 transporter | Q9NP58 | K562-ABCB6 porphyrin accumulation, flow cytometry, 1 h; hits give low values | fluorescence ratio to DMSO, % at 10 µM | hit rate 0.19% among 360,000;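 active = fluorescence ratio to DMSO below 75%, the collection mean minus 3 SD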;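 note: signal is porphyrin accumulated inside mitochondria; 100% equals median channel fluorescence of DMSO control wells; lower ratio means ABCB6 inhibition with less porphyrin fluorescence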
Starred values were filed as active, the others as inactive; nt = not tested or not shown. These rows are one share of the data. The share of hits here may be higher or lower than overall.

SMILES	NOD2 RIPK2 PPI	N-glyco inh	Vif imaging	aDG glyco act	ABHD5 PLIN5 PPI	MC4R ag barr	MC4R antag cAMP	Granule exo inh	TLR9-MyD88 inh	ABCB6 inh 2
Cc1cc(Br)ccc1NC(=O)CN(C)C(=O)c1cc(S(=O)(=O)N(C)C)ccc1N1CCCC1	2	-1	-1	2.6	-12	-2.9	8	0	-1	95
COc1ccc(NC(=O)Cn2nnc(C(=O)NCc3cccs3)c2N)c(OC)c1	-2	-1	2	-0.2	5	2.8	0	-7	6	83
C/C(=C\C(=O)OCC(=O)NCc1ccccc1)C(=O)OCC(=O)NCc1ccccc1	-7	-4	-27	0.3	-8	-0.2	23	2	-14	103
O=C(c1cccs1)N1CCN(c2ncc(Br)cn2)CC1	10	1	12	0.1	1	-1.7	-3	-8	6	102
CCOC(=O)N1CCN(c2ncnc3nc[nH]c23)CC1	-10	-2	2	0.0	-1	-1.0	6	-2	-2	109
CCOC(=O)C1CCCN(Cc2c(F)cccc2Cl)C1 (configuration not stated)	-2	0	1	0.0	1	-2.0	-2	-3	-13	89
CCOc1ccccc1NC(=O)NCCC1=CCCCC1	-5	-1	-4	1.3	0	-0.3	-4	-3	1	97
O=C1NC(=O)/C(=C/c2ccccc2OCc2ccccc2)S1	2	-1	-13	-0.3	-7	-1.1	4	1	-16	97
O=[N+]([O-])c1ccc(N2N=C(c3ccco3)CC2c2ccccc2)cc1 (configuration not stated)	56*	0	9	0.1	29*	-2.5	-2	0	38*	134
CCCCC(NC(=O)c1ccc(C#N)cc1)C(=O)NCCC (configuration not stated)	-16	1	-3	-0.1	-1	-0.1	3	5	-9	93
O=C(C1CC(=O)N(c2ccccc2)C1)N1CCN(c2ccccc2F)CC1 (configuration not stated)	-5	1	-1	0.0	7	-1.7	12	3	-3	101
CCOc1ccc(N/N=C(/C#N)C(N)=O)cc1	-14	2	11	-0.2	-3	-1.0	-17	-2	2	91
COc1cc(OC)c(C(=O)O/N=C(\N)c2ccc(C)cc2)cc1OC	-1	4	10	0.1	5	0.0	12	-6	-3	95
CCC(=O)c1ccc(OCCn2cncn2)cc1	-9	0	13	0.0	3	-3.1	4	2	0	140
CCc1ccc(OCCNC(=O)c2cc(SC)ccc2Cl)cc1	7	0	9	0.3	-4	0.4	6	0	0	98
Cc1ccc(S(=O)(=O)N2CCCCC2)cc1NC(=O)C1CCN(C(=O)OC(C)(C)C)CC1	1	-1	-11	0.0	-15	-0.7	-2	-6	1	97
CC1(C)CC(C(CC(=O)O)c2ccccc2)CCO1 (configuration not stated)	5	4	7	0.1	4	-0.7	5	-1	-3	96
COC(=O)C(CSCc1ccccc1)NC(=O)CCNC(=O)OCc1ccccc1 (configuration not stated)	0	-1	-9	0.1	-4	-0.4	0	0	-11	88
O=C(Nc1ccc(NC(=O)c2cccc([N+](=O)[O-])c2)cc1)c1cccc([N+](=O)[O-])c1	-2	2	-3	0.0	10	-0.3	1	0	3	97
Cc1ccc(CN2CCC[C@]3(N[C@H](c4ccc(C)cc4)[C@@H]4C(=O)N(Cc5ccccc5)C(=O)[C@@H]43)C2=O)cc1	0	1	nt	-0.2	-7	-0.2	13	-2	1	98
C[C@@H]1CN([C@@H](C)CO)S(=O)(=O)c2ccc(Br)cc2O[C@@H]1CN(C)C(=O)c1ccncc1	0	1	nt	-0.3	8	-0.8	4	2	1	96
COc1cccc(NC(=O)CN2C(=O)NC(Cc3c[nH]c4ccccc34)C2=O)c1 (configuration not stated)	-18	0	1	0.0	4	-0.9	-1	-3	-8	96
CCC(=O)NC(=S)NNC(=O)c1ccccc1[N+](=O)[O-]	-3	1	1	0.2	-1	-2.5	8	0	0	97
Oc1ccc(N2CCN(C(=S)NCc3ccccc3)CC2)cc1	-2	-3	-2	-0.6	-6	2.7	4	3	nt	101
CN(CC(=O)Nc1c(Cl)cccc1Cl)C(=O)c1ccncc1	-1	1	-1	2.7	3	-2.0	-5	4	7	100
N/C(=N\OC(=O)CCC1CCCC1)c1ccc([N+](=O)[O-])cc1	3	2	-1	-0.4	-1	-2.6	-1	-2	5	103
CC(C)(O)C#Cc1ccc(C(=O)N2CCC(C(N)=O)(N3CCCCC3)CC2)cc1	-14	4	16	0.1	0	0.1	9	5	5	89
COc1ccccc1C(=O)N1CCNC(=O)C1CC(=O)Nc1cccc(C)c1 (configuration not stated)	0	1	0	0.0	2	0.4	9	1	4	92
C#CCNC(=O)C1=C[C@H](C(C)(C)C)C[C@H](OCc2ccc(CO)cc2)O1	10	4	0	0.2	2	-0.6	1	13	-1	100
Clc1ccc(OCc2nn3c(-c4ccncc4)nnc3s2)cc1	-1	0	-2	0.4	0	0.5	-2	-3	-2	89
O=C(O)c1ccc[nH]c1=S	1	2	4	-0.2	-13	0.1	14	-4	2	98
COc1ccc2oc(=O)c(-c3nc(C)cs3)cc2c1	8	0	-3	-0.2	2	-0.1	-5	-2	3	101
Cc1ccc(S(=O)(=O)NCC(=O)OCCOc2ccc(Br)cc2)cc1	4	1	-1	0.0	-4	4.9	23	3	4	96
CCc1sc(C(=O)Nc2cc(Cl)ccc2N2CCCCC2)cc1C	0	-2	-5	-0.1	1	-0.2	11	6	-8	93
CN(c1ccccc1C(N)=O)S(=O)(=O)c1ccccc1	-4	-2	-3	-0.1	-12	0.3	9	4	13	88
CCOc1cc(S(=O)(=O)n2nc(C)cc2C)ccc1F	2	2	4	4.3	-6	-0.7	-2	4	-1	104
C#CC1(O)CC(C)NCC1(C)CCC#N (configuration not stated)	-3	2	1	-0.4	5	-2.0	-1	-2	-5	106
O=S(=O)(c1ccccc1)c1cnc(-c2cccnc2)nc1-c1ccc(Cl)cc1Cl	0	-6	16	0.1	0	1.8	-2	5	-4	96
Cc1[nH]c(C)c(S(=O)(=O)NCCc2ccccc2)c1C(=O)N1CCCC1	-1	-1	-3	0.1	-4	-1.2	-1	-4	-4	96
O=S(=O)(c1ccc2nc(-c3ccccc3)[nH]c2c1)N1CCN(c2cccc(Cl)c2)CC1	9	-3	-22	0.7	-5	15*	5	-4	-5	58*
COCCCN1CC(=O)N2C(c3cccc(OC)c3OC)c3[nH]c4ccccc4c3C[C@H]2C1=O (some centres not stated)	-21	-1	9	0.0	3	0.8	3	-5	-8	94
CCOC(=O)C1=C(CC)Nc2ccccc2N/C1=N\S(=O)(=O)c1ccccc1OC	2	0	nt	0.1	3	0.2	5	0	0	97
Cc1cc(-c2n[nH]c(=S)n2CC(C)C)cs1	-7	2	2	-0.3	0	-2.0	-1	0	7	95
Cc1cccc(N=Nc2ccc(O)c3ncccc23)c1	-12	-14	15	-1.0	-2	-4.0	4	-5	-8	99
CCCNC(=O)Cc1c(OC)ccc2cc(Br)ccc12	-16	-1	-1	-0.1	10	2.8	5	-6	4	103
CCOC(=O)Cn1nc(C)c(-c2ccccc2)c1N	-2	-1	8	-0.1	-7	-1.5	1	-1	2	96
O=C(Nc1ccccc1F)C(=O)c1cn(CC(=O)N2CCCCC2)c2ccccc12	5	2	-6	0.0	-5	-1.5	8	3	3	101
CCNC(=O)C1(C)CCCN(C(=O)c2csc3ccccc23)C1 (configuration not stated)	6	-1	7	-0.1	3	-0.1	9	-3	nt	98
CN1/C(=C\C(=O)COC(=O)CNC(=O)c2ccc3ccccc3c2)C(C)(C)c2ccccc21	0	-2	-11	-0.1	3	1.3	11	1	-5	389
Cc1cc(C)n(CC(=O)NNC(=O)c2ccc(OC(F)(F)F)cc2)n1	-6	4	11	-0.2	-6	0.3	-1	2	4	100
CC1Oc2ccccc2N(CC(=O)Nc2ccc3c(c2)OCO3)C1=O (configuration not stated)	0	-1	-5	-0.3	7	-0.2	6	-2	8	94
NC(=O)c1cc(S(=O)(=O)N2CCOCC2)ccc1Sc1ccccc1N	0	1	-2	0.2	1	0.8	11	-3	-1	101
COc1cc(OC)cc(C(=O)NC(=S)Nc2ccc(Cl)c(C(=O)O)c2)c1	5	4	-4	-0.2	-6	-0.2	13	4	-10	102
CCC(C)C(NC(=O)/C(=C\c1ccccc1)NC(=O)c1ccc(OC)cc1)C(=O)O (configuration not stated)	-3	5	0	0.4	2	-0.7	-5	1	-1	102
O=C(NCCCN1CCOCC1)c1csc2c1CCCC2	0	2	22	-0.3	6	-0.9	-1	2	-3	91
COc1ccc(C(=O)Nc2cc(C)on2)cc1[N+](=O)[O-]	0	0	-1	-0.2	2	-0.1	18	-5	6	104
CN1CCN(C2=C(Cl)C(=O)N(C3CCCCC3)C2=O)CC1	3	-4	11	0.1	-6	0.2	-2	0	-1	98
CSc1nc2sc3c(c2c(=O)n1C)CCCC3	-7	-3	0	0.0	-4	0.4	1	-3	5	101
CC1CCCN(C(=O)CSc2nnc3n(C4CCCC4)c(=O)c4ccccc4n23)C1 (configuration not stated)	-6	0	-6	2.5	-1	-1.2	9	3	6	99
CCCc1nnc(SCC(=O)N2C(C)CCCC2C)n1CC1CCCO1 (configuration not stated)	2	-1	4	0.3	-1	-1.4	14	0	2	89
The results go on:
SMILES	NOD2 RIPK2 PPI	N-glyco inh	Vif imaging	aDG glyco act	ABHD5 PLIN5 PPI	MC4R ag barr	MC4R antag cAMP	Granule exo inh	TLR9-MyD88 inh	ABCB6 inh 2
CCOc1cc(N2CCOCC2)c(OCC)cc1NC(=O)CN1CCc2ccccc2C1	-2	0	-4	0.1	-2	0.3	1	2	-1	101
O=C(CC1Sc2ccccc2NC1=O)NCc1ccccc1 (configuration not stated)	7	3	-1	0.1	-3	-1.4	2	-4	0	97
CCOc1ccc(S(=O)(=O)NCc2ccccc2Cl)cc1C(N)=O	-2	-1	-1	0.3	3	-2.2	0	7	3	96
CCCCNC(=O)C(CC)Sc1nc2sc(C(=O)OC)c(C)c2c(=O)n1N (configuration not stated)	-5	-2	11	3.6	1	-0.1	11	0	-1	97
CCN(CC)C1CCN(C(=O)CCc2nnc(CCCCc3ccccc3)o2)C1 (configuration not stated)	4	-1	1	0.1	2	-1.5	8	1	7	98
CCCS(=O)(=O)C/C(N)=N/OC(=O)c1ccc(Cl)cc1	-3	0	nt	-0.1	3	-0.8	2	-4	nt	93
COc1ccc(C)cc1N1CC(C(=O)Nc2ccccc2N2CCCCC2)CC1=O (configuration not stated)	-2	0	1	0.0	-5	1.0	4	6	-6	96

Profiles, quoted from the list. Order of screens: NOD2 RIPK2 PPI, N-glyco inh, Vif imaging, aDG glyco act, ABHD5 PLIN5 PPI, MC4R ag barr, MC4R antag cAMP, Granule exo inh, TLR9-MyD88 inh, ABCB6 inh 2
Cc1cc(-c2n[nH]c(=S)n2CC(C)C)cs1 across the screens: -7, 2, 2, -0.3, 0, -2.0, -1, 0, 7, 95
COc1cccc(NC(=O)CN2C(=O)NC(Cc3c[nH]c4ccccc34)C2=O)c1 (configuration not stated) across the screens: -18, 0, 1, 0.0, 4, -0.9, -1, -3, -8, 96
Cc1cc(C)n(CC(=O)NNC(=O)c2ccc(OC(F)(F)F)cc2)n1 across the screens: -6, 4, 11, -0.2, -6, 0.3, -1, 2, 4, 100
O=C(Nc1ccccc1F)C(=O)c1cn(CC(=O)N2CCCCC2)c2ccccc12 across the screens: 5, 2, -6, 0.0, -5, -1.5, 8, 3, 3, 101
COc1ccc(C)cc1N1CC(C(=O)Nc2ccccc2N2CCCCC2)CC1=O (configuration not stated) across the screens: -2, 0, 1, 0.0, -5, 1.0, 4, 6, -6, 96
